Bioassay records deposited in PubChem by several laboratories.
HSF1 inh = HSF1 inhibition; NIH3T3-HGL HSE-luciferase, MG132-induced, luminescence 8 h; active compounds read low; activity change, negative = inhibition, % at 7.5 µM (by protocol); 0.77% of 300,000 active; AID 2098;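 active = more than half of replicate wells show activity change below -50%, luminescence cut by over half; inconclusive = some wells, but at most half, below -50%; inactive = no replicate well below -50%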;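 also: luciferase reports HSF-1 transcriptional activity via heat shock element; 0% = median of DMSO wells and -100% = zero luminescence signal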
HSF1 activator = increases HSF-1 driven luciferase reporter signal; activation, % at 9 µM; NIH3T3-HGL HSF-1 luciferase reporter, MG132, 8 h; 100% = twice DMSO control signal; 1.7% of 300,000 active;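 active = mean replicate activation of at least 50% with a set share of replicates each reaching 50%; inconclusive = only one of those two conditions met; inactive = mean below 50% and too few replicates reaching it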;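 also: 0% = median of the neutral control wells and 100% = twice that signal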
aSyn UTR inh = MLPCN primary screen, SNCA 5' untranslated region. alpha-synuclein 5'UTR reporter, inhibitor activity. inhibition, % (tested at 7.5 µM). 0.82% of 300,000 active. AID 1813; in the data active = inhibition above about 60%; inconclusive = no clear call, values can overlap the other calls;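 also: H4 neuroglioblastoma cells stably carrying SNCA 5'UTR luciferase fusion; 0% = DMSO wells and 100% = positive control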
HIF activator = HIF pathway transcriptional activation; U2OS HRE-luciferase reporter, luminescence; normalized: DMSO 0%, desferrioxamine 100%; activation, % at 7.5 µM (by protocol); 0.32% of 300,000 active; AID 1910;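 active = mean activation of at least 10% of the iron chelator positive control signal, with at least half of replicates also reaching 10%; inconclusive = mean and replicate majority disagree about reaching 10%; inactive = mean and most replicates under 10%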
KLF5 inh = inhibitors of KLF5 expression; inhibition, % at 5 µM; 0.23% of 290,000 active; DLD-1 KLF5 promoter-luciferase reporter, luminescence;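 active = inhibition above a per-plate limit of that plate's mean compound inhibition plus 3 SD, cut at about 60% in these data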;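 also: 0% = DMSO wells and 100% = LY294002 at 200 µM; higher means less KLF5 promoter-driven luciferase light; inactives centre near -14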
IEC-6 tox = counter-screen for KLF5 inhibitors: cytotoxicity in IEC-6 cells; IEC-6 cytotoxicity, luminescence viability; inhibition, % at 5 µM; 0.78% of 290,000 active; in the data active = inhibition above about 22%;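 also: 0% = plate median of test compound wells and 100% = cytotoxic reference compound wells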
HDAC3 inh = inhibitors of human histone deacetylase 3; O15379; recombinant HDAC3, fluorogenic peptide/trypsin coupled, fluorescence; inhibition, % at 8.3 µM; 0.15% of 320,000 active; in the data active = inhibition above about 26%, passing the limit was not always enough; inconclusive = no clear call, values can overlap the other calls
Target sequence (O15379 whole entry, looked up): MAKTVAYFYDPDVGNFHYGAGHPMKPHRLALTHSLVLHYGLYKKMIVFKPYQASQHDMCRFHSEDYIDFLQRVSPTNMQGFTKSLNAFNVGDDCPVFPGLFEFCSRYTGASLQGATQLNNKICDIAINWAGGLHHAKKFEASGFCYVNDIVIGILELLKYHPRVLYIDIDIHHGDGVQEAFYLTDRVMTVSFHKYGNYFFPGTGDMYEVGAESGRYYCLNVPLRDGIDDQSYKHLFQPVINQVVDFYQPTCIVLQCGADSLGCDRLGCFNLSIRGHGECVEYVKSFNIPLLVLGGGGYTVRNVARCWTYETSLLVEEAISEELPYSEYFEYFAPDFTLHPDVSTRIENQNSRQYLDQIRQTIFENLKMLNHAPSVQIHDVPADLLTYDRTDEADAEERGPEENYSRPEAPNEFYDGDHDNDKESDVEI
Platelet DG rel = platelet dense granule release activity | 0.22% of 300,000 active | inhibition, %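 (compounds screened at 7.5 µM in platelet-rich plasma)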 | AID 1663 | human platelet-rich plasma, SFLLRN dense granule ATP release, luminescence;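 active = mean replicate score, as percent of positive control, at or above 50; inconclusive = mean below 50 but at least one replicate at or above 50; inactive = mean and every replicate below 50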
AI-2 QS modul = Vibrio harveyi AI-2 quorum sensing modulation; Vibrio harveyi JMH597 AI-2 luminescence/OD600 ratio, 9 h; active compounds read low; strain lacks LuxN and CqsS sensors; 0 = neutral-control median; activity change, % at 7.5 µM; 0.4% of 300,000 active; in the data active = activity change below about -75%, passing the limit was not always enough; inconclusive = no clear call, values can overlap the other calls;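 also: luminescence divided by OD600 gain over 9 h not by final OD600 alone; inactives centre near 13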
HSP90 inh = blocks HSP90-mediated luciferase refolding in reticulocyte lysate; Rabbit reticulocyte lysate, luciferase refolding luminescence, 3 h; inhibition, % at 5.6 µM; 0.91% of 290,000 active;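 active = inhibition above the screen-wide mean plus 3 SD, computed separately per campaign, cut at about 16% in these data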;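 also: 0% = DMSO wells and 100% = 60 µM geldanamycin wells; inhibitors lower the luminescence because luciferase stays unfolded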
* marks the source's active call; other numbers are inactive results; u = inconclusive; x = not tested or not shown.

nr	SMILES	HSF1 inh	HSF1 activator	aSyn UTR inh	HIF activator	KLF5 inh	IEC-6 tox	HDAC3 inh	Platelet DG rel	AI-2 QS modul	HSP90 inh
1	COCC(=O)Nc1nc2ccc(C)cc2s1	19	39	-30	-0.1	-107	-1	12	0	2	17*
2	CCC(C)(C)NC(=O)C(c1cccc(OC)c1OC)N(C(=O)CCC(=O)Nc1cc(C)on1)c1ccc2c(c1)OCCO2 (stereo unspecified)	-6	-18	-11	-0.6	-52	2	-5	-8	10	10
3	CC(NC(=O)Cn1cnc([N+](=O)[O-])n1)c1ccccc1 (stereo unspecified)	-10	2	2	-25	-9	3	4	-2	27	16*
4	CCn1c(SCC(=O)Nc2nnc(C)s2)nnc1C(C)NC(=O)c1ccccc1 (stereo unspecified)	1	20	2	0.0	2	2	6	-2	2	3
5	Cc1cccc(-n2c(SCC(N)=O)nnc2-c2ccco2)c1	-33	-47	7	0.4	-5	-5	-1	0	21	-2
6	Cc1ccc(F)cc1NC(=O)CCOc1ccccc1	-3	0	20	-0.1	-26	-2	-12	3	8	2
7	O=C(c1ccncc1)N1CCN(S(=O)(=O)c2cccc(F)c2)CC1	0	-7	-3	-0.4	-27	-5	1	11	15	1
8	CC1SC(C)C(=O)N(CC(=O)NCc2ccc(F)cc2)C1=O (stereo unspecified)	5	16	-31	0.1	0	2	-8	6	-6	0
9	Cc1cc(C)n(-c2nc3ccccc3c(=O)n2OCc2ccc(Cl)cc2)n1	1	-24	-18	0.2	18	8	12	-5	-1	-1
10	Cc1cc(Cl)ccc1C(=O)C1CCCN(C(=O)c2snnc2C)C1 (stereo unspecified)	-2	-3	21	0.0	-10	-2	-4	1	17	-3
11	O=C(COC(=O)c1c2c(nc3ccccc13)CCCCC2)NCc1ccc2c(c1)OCO2	0	-25	15	0.6	-20	2	8	-3	22	1
12	Cc1sc2nc(-c3ccco3)oc(=O)c2c1C	-3	-13	-19	-0.3	-17	-1	2	-3	12	-2
13	Cc1cccc(NC(NC(=O)c2ccccn2)C(Cl)(Cl)Cl)c1 (stereo unspecified)	-9	-19	-16	0.3	-11	0	1	-1	17	-3
14	Cc1ccc(C(=O)O/N=C(\N)Cc2cccs2)c(Cl)c1	20	30	-73	-1.1	-174	11	1	21	-89*	2
15	Cc1nn(CC(=O)Nc2ccc(Cl)cc2Cl)c(=O)c2ccccc12	-2	-2	10	0.0	-4	8	0	3	-22	-1
16	O=C(NC(=O)c1c(F)cccc1F)O/N=C1\CCCc2occc21	4	0	-12	-0.4	-8	-4	1	-23	x	2
17	COc1cc(C=Nc2cccc(C)c2)c(O)c([N+](=O)[O-])c1	-2	9	-33	-0.1	4	4	9	13	21	0
18	O=C(O)/C(=C/c1ccco1)NC(=O)c1ccccc1	18	36	-1	1.4	3	-11	1	4	15	-5
19	CCOC(=O)c1c(-c2ccc(C)o2)csc1NC(=S)NC(=O)c1ccccc1Br	82	85*	26	0.2	-11	-6	2	-15	19	21*
20	CC(=O)Nc1ccc(S(=O)(=O)NCCc2ccc(S(N)(=O)=O)cc2)cc1	-1	-4	-8	-1.1	11	-2	-10	1	14	3
21	OC(COc1ccccc1)CN1CCOCC1 (stereo unspecified)	8	11	-23	-0.5	7	4	2	9	8	4
22	N#Cc1c2ncn(CC(=O)c3ccc(Br)cc3)c(=O)c2c2n1CCC2	2	15	-1	0.5	-31	6	-3	9	30	5
23	Cn1c(SCC(=O)Nc2ccc(NC(=O)c3ccccc3)cc2)nnc1-c1ccncc1	-2	0	7	-0.1	-38	-2	-4	-2	23	-3
24	COc1ccccc1CNC(=O)N1CCN(S(=O)(=O)c2ccccc2)CC1	-1	5	7	-0.7	-18	-1	2	-2	34	1
25	CC(=O)Nc1ccc(CN2CCN(C3CCCC3)C(CCO)C2)cc1 (stereo unspecified)	-7	-4	9	0.3	-22	3	4	2	26	2
26	CCc1cc(C(=O)OC)c(NC(=O)c2cc(Br)cs2)s1	1	19	-41	-0.3	-27	1	4	5	13	-4
27	COC(=O)c1ccc(CSc2nnnn2-c2ccccc2)o1	-1	47	7	-0.1	-43	-1	-2	1	27	-3
28	Cc1ccc(C(=O)NCCCNC(=O)Cc2ccc(Cl)cc2)cn1	-3	-18	2	0.0	x	x	x	9	44	x
29	CCc1ccc(Nc2n[n+](C)c(-c3ccncc3)s2)cc1	-8	-1	-54	-1.1	12	-2	7	-4	10	-3
30	CN(C(=O)COC(=O)c1ccc(=O)n(Cc2ccccc2)n1)c1ccccc1	7	25	8	1.2	-22	2	-10	2	17	2
31	CC(=O)c1ccccc1OCCCN1CCCCC1	-15	-16	-5	1.4	-10	-3	-3	2	26	28*
32	COc1cc(C(=O)Nc2ccc(Oc3ncnc4sc(-c5ccccc5)cc34)cc2)cc(OC)c1OC	7	13	7	1.5	-3	-2	-3	-12	22	-4
33	O=C(/C=C/c1ccccc1Cl)Nc1ccncc1	38	53*	-346	1.6	-66	-5	6	u	69	-7
34	COC(=O)c1cccc(N2C(=O)C(Cl)=C(N3CCOCC3)C2=O)c1	-6	-22	-6	-0.4	-13	0	1	3	43	0
35	CN1CCN(c2nc3c(c(=O)n(C)c(=O)n3C)n2Cc2ccccc2Cl)CC1	0	9	-5	0.1	-34	-4	-1	2	13	5
36	CCOC(=O)C1C(=O)OC(C)(C)C1C(CC)C(=O)c1ccccc1 (stereo unspecified)	x	x	14	-0.5	0	-2	4	-1	14	0
37	O=S(=O)(NCc1csc(-c2cccnc2)n1)c1ccc(Cl)s1	-4	4	4	-0.2	14	5	7	-1	46	-3
38	CCn1c(=O)n(CC)c2cc(S(N)(=O)=O)ccc21	-3	3	8	0.2	-15	-1	-2	-8	31	-5
39	COc1ccccc1CCNC(=O)c1ccc2nc[nH]c2c1	2	-8	-13	0.5	-5	-11	1	13	15	1
40	O=[N+]([O-])c1cc(S(=O)(=O)/N=C(/c2ccccc2)N2CCOCC2)ccc1Cl	-4	2	-83	-0.2	0	-6	1	-9	24	-4
41	C/C(=N\NC(=O)C12CCC(C)(C(=O)O1)C2(C)C)c1ccccc1O (stereo unspecified)	-1	6	52	1.5	-28	-4	10	5	-16	-3
42	CCOC(=O)C1CCN(C(=O)CCNC(=O)Cn2ccc3ccccc3c2=O)CC1	-4	-13	12	0.5	-11	1	-3	-4	23	-3
43	O=C(NCc1ccc2c(c1)OCO2)C(=S)N1CCOCC1	1	-12	-51	-0.1	-31	6	-3	-5	35	5
44	COc1ccc(S(=O)(=O)NCCC(=O)NC(C)c2ccccc2)cc1 (stereo unspecified)	-5	0	16	0.4	-9	-4	-2	5	13	-3
45	Cc1ccc(NC(=S)N(CCN(C)C)Cc2cc3cc(C)cc(C)c3[nH]c2=O)cc1	-3	5	-8	0.3	0	10	-1	-3	14	-1
46	Cc1ccc2nc(CSc3nnc(-c4ccncc4)n3C)cc(=O)n2c1	1	-18	8	-0.4	-8	-8	14	8	26	2
47	Cc1cccc(NC(=O)c2ccc3nccnc3c2)n1	6	3	-76	0.7	-25	5	3	2	-3	6
48	CCCCn1c(SCC(=O)N2CCOCC2)nnc1-c1cccs1	1	-15	6	0.0	-12	3	-1	1	51	5
49	CN(C)/C=C(\c1cnc(Cl)s1)S(=O)(=O)c1ccccc1	3	6	-27	0.1	-2	-2	-1	10	14	-1
50	COCCSc1nnc(NC(=O)c2cc(OC)c(OC)cc2[N+](=O)[O-])s1	-5	-4	4	-0.6	-6	0	-4	-2	14	0

Following part:
nr	SMILES	HSF1 inh	HSF1 activator	aSyn UTR inh	HIF activator	KLF5 inh	IEC-6 tox	HDAC3 inh	Platelet DG rel	AI-2 QS modul	HSP90 inh
51	Cc1cc(OCC(=O)c2ccc(F)cc2)ccc1N1C(=O)CCC1=O	-4	-19	1	0.3	-22	1	4	11	29	0
52	O=C(CCCOc1ccc(Cl)cc1Cl)Nc1nnc(C2CC2)s1	4	18	23	-0.1	-31	2	11	4	6	0
53	CCOc1ccc2nc(NC(=O)CN3CCOCC3)sc2c1	5	8	-10	1.6	-15	0	2	-1	9	-3
54	O=C1CC(c2ccccc2)CN1C(=O)c1cccc([N+](=O)[O-])c1 (stereo unspecified)	-5	-12	16	0.6	-13	-5	-1	-7	6	2
55	C[C@H](NC(=O)[C@@H]1Cc2ccccc2CN1)C(=O)NC1CCCC1	4	-1	1	0.0	-3	5	0	2	7	0
56	COc1nc(N)c(S(=O)(=O)c2ccccc2)cc1C#N	-5	21	8	-0.1	-1	-6	-10	-2	4	-4
57	Cc1cc(C)nc(Nc2ncc(O)n2-c2ccc(C)c(C)c2)n1	0	2	14	-0.2	9	3	2	1	22	7
58	O=C(O)c1ccc(F)c(S(=O)(=O)Nc2ccccc2)c1	-7	-19	32	-0.3	-15	-6	-4	7	19	-4
59	CCOC(=O)N1CCN(C(=O)Nc2ccc3nc(C)sc3c2)CC1	-43	-38	-2	-0.9	-14	2	5	2	16	2
60	Cc1ccc(OCCCCN2CCC(C)CC2)cc1	-3	-6	-24	-0.2	0	-2	3	-3	1	1
61	Cc1ccccc1OCC(=O)Nc1ccccc1C(=O)N1CCCCC1	3	10	-39	0.3	-41	-4	5	-5	8	-3
62	O=C(CN1c2cccc3cccc(c23)S1(=O)=O)Nc1ccc(S(=O)(=O)N2CCOCC2)cc1	3	-14	52	-1.0	-28	-1	4	0	7	-3
63	CC(CC(=O)Nc1cccnc1)c1ccccc1 (stereo unspecified)	-2	2	18	-0.4	0	-7	8	6	4	0
64	C(=N\Nc1nc2ccccc2[nH]1)/c1cccc2cccnc12	-15	-8	73*	271*	26	0	5	12	26	4
65	CCc1ccc(NS(=O)(=O)c2ccc(C)c(C(=O)N3CCOCC3)c2)cc1	-1	-9	2	0.3	-18	0	-14	-6	21	-1
66	Cc1cc(=O)oc2c(CN3CCCC3)c(O)c(Cl)cc12	0	-24	6	-0.5	-34	6	-308	x	9	-4
67	CCCCc1nc(SCCN2CCOCC2)c2c(=O)n(C)c(=O)n(C)c2n1	9	40	3	0.1	-26	5	-8	5	3	0
68	COC(=O)c1ccc(Sc2ccc(Cl)cc2)c(N)c1	x	x	x	x	-10	3	-10	1	-11	2
69	CCOC(=O)N1CCN(S(=O)(=O)c2ccc(F)cc2)CC1	-8	6	-14	0.0	-10	10	0	-6	4	3
70	c1ccc2[nH]c(SCc3cn4cccnc4n3)nc2c1	4	16	-63	0.5	-31	5	1	-15	27	-4
71	CC(C)CC(=O)Nc1ccc(Oc2ccc(NC(=O)CC(C)C)cc2)cc1	-8	-5	-3	-0.2	5	0	0	10	7	0
72	COc1ccc(/C=N/NC(=O)c2cc(-c3ccc4c(c3)OCO4)n[nH]2)cc1OC	4	6	-14	1.5	-41	-1	-1	-4	31	-1
73	Cc1cc(C)nc(N/N=C/c2cccc3ccccc23)n1	-1	14	-38	0.6	-35	1	2	-1	4	-4
74	COCCC(=O)N1CCC(Oc2ccc(C(=O)N3C[C@@H](C)O[C@@H](C)C3)cc2)CC1	-4	-11	5	0.5	-6	3	x	-6	21	4
